Assay outcomes: PubChem BioAssay, several laboratories
Lmaj promast – Leishmania major promastigote growth inhibition; Leishmania major promastigotes, resazurin fluorescence viability; inhibition, % at 10 µM; 9% of 200,000 active;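 note: promastigotes grown with compound for 44 hours at 28 °C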
S1P3 antagonist – S1P3 (human) receptor antagonism; AID 485; Q99500; inhibition, % at 4.98 µM; 0.27% of 170,000 active; CHO S1P3 NFAT-BLA reporter, FRET fluorescence, antagonist mode;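 active = inhibition above the plate cutoff, the mean inhibition of test wells on that plate plus 3 SD, cut at about 28% in these data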;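 note: cells challenged with S1P at its EC80 of 0.8 µM; blue over green emission ratio from cleaved BLA substrate after 4 h stimulation; 0% = S1P-stimulated wells and 100% = unstimulated DMSO-only wells; some compounds past the cut are filed as inactive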
Target sequence (Q99500 whole entry, looked up): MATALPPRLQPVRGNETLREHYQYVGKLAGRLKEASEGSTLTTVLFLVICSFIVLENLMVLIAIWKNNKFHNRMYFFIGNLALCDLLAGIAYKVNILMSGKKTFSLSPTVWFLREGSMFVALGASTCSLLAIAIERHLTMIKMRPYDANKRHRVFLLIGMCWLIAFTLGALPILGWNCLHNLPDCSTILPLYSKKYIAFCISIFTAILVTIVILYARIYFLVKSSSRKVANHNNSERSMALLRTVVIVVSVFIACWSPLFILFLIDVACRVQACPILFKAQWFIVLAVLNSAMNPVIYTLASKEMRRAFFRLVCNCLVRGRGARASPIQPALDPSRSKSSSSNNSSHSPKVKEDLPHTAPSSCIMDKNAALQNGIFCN
Diaph act CS – activates diaphorase or chemically reduces, flagging diaphorase assay artifacts; activation factor at 20 µM; 0.005% of 190,000 active; Diaphorase/resazurin coupled assay, resorufin fluorescence, 16 min; hits give high values; 1 = vehicle wells, 0 = NADH-free wells;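 active = diaphorase activity raised at least twofold by the compound at 20 µM; inactive = activation factor below 2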
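Material: Purified diaphorase enzyme from Clostridium kluyveri | Buffer or medium: 50 mM HEPES pH 7.4 with 4.542 mM MgCl2, 0.005% Tween 20 | Times: 16 min enzyme reaction, ambient temperature | Signal: Red resorufin fluorescence at 544/590 nm excitation/emission | Measure: Increased resorufin signal from activators or reducing compounds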
PMI activator – phosphomannose isomerase (human) activation | purified human PMI, coupled resazurin fluorescence, 20 min; hits give high values; 1 = vehicle control, 0 substrate-free wells | P34949 | activation factor at 20 µM | 0.005% of 190,000 active | AID 1214;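 active = activation factor of 2 or more at 20 µM, relative to plate controls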
Target sequence (P34949 whole entry, looked up): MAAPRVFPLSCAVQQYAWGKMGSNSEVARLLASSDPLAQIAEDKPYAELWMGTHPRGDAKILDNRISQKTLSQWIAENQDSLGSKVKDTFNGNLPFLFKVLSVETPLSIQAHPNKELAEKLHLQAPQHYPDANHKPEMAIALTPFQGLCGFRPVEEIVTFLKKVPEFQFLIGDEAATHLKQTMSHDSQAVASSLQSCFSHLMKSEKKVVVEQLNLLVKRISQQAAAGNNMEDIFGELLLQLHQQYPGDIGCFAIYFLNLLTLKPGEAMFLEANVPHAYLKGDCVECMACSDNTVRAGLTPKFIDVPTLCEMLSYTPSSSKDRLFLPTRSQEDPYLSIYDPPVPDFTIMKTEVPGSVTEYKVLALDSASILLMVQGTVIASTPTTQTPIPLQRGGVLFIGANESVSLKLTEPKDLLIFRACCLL
RAM network inh – inhibitors of the yeast RAM network; S. cerevisiae dse1pr::URA3 reporter, 5-FOA growth OD615, 2 d; analog-sensitive cbk1-as2 kinase mutant strain; inhibition, % at 50 µM; 1.8% of 190,000 active; AID 868;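 active = inhibition above a set limit, 3 SD over mean compound inhibition, cut at about 8.4% in these data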;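 note: 0% = DMSO-only wells with no growth and 100% = 10 µM 1-NA-PP1 full growth; inhibition rescues growth on 5-FOA so higher OD means more RAM inhibition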
Hsp70 activator – Hsp70 transcriptional activation, primary screen; HeLa Hsp70 promoter luciferase reporter, luminescence; scaled: vehicle 0, proteasome-inhibitor control 100%; activation, % at 10 µM; 0.04% of 200,000 active; AID 1203;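 active = activation above the mean across all tested compounds plus 3 SD, cutoff set per campaign, cut at about 5.5% in these data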;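 note: 100% = MG132 at 30 µM as the positive control and 0% = DMSO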
PMI act satM6P – activators of human phosphomannose isomerase at near-saturating mannose 6-phosphate. P34949. 0.34% of 190,000 active. coupled PMI enzyme assay, resazurin fluorescence, 20 min; hits give high values; 1 = untreated enzyme, 0 = substrate-free blank. activation factor at 20 µM. AID 1216;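 active = activation factor of 2 or more at 20 µM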
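test system = human PMI in coupled enzyme assay | medium = HEPES-buffered pH 7.4 with magnesium and detergent | also added = 1.0 mM mannose-6-phosphate substrate with 0.22 mM NADP+ | compound = 20 µM single dose | times = 20 min incubation at room temperature | measured by = resorufin fluorescence (Ex 544/Em 590 nm) from resazurin via diaphorase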
Redox H2O2 prof – compounds producing H2O2 with reducing agent – biochemical, NIH compound library profiling, artefact control for MLSCN library redox annotation, primary screen; DTT-dependent redox cycling H2O2, phenol red/HRP absorbance; 100% = 100 µM peroxide control, 0% = buffer; activation, % at 10 µM; 0.03% of 200,000 active; AID 878;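 active = activation of at least 50% relative to the plate's high and low controls in the primary single-dose screen; inactive = activation below 50%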;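 note: compound incubated with DTT at 0.8 mM final as the reducing agent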
G6PDH counter – L. mesenteroides G6PDH inhibition counter-screen; Purified L. mesenteroides G6PDH, diaphorase/resazurin coupled fluorescence, 45 min; inhibition, % at 5 µM; 0.12% of 200,000 active; AID 1020
TLR4 MyD88 comp – blocks binding of human TLR4 to MyD88. O00206+Q99836. HeLa CL3-4 TLR4/MyD88 BLA complementation, FRET ratio. inhibition, % at 8.4 µM. 0.18% of 200,000 active; in the data active = inhibition above about 25%;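 note: 0% = vehicle and 100% = reference inhibitor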
Diaphorase inh – counter-screen for diaphorase-based assays: diaphorase inhibitors and chemical oxidizers; diaphorase resazurin-to-resorufin fluorescence, NADH, 16 min; bacterial (C. kluyveri) enzyme, not human; inhibition, % at 20 µM; 0.69% of 190,000 active; AID 1217;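 active = primary screen inhibition at 20 µM above a set limit, cut at about 50% in these data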;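 note: plate controls were DMSO with full reaction for no effect and wells lacking NADH for full effect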
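Test system: Clostridium kluyveri diaphorase enzyme / Quantity: diaphorase at 0.14 U/mL in enzyme working solution / Incubation: 16-min room-temperature incubation before reading / Benchmarks: NADH-free wells as positive control, DMSO-only neutral wells / Signal: resorufin fluorescence 544/590 nm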
* hit, by the source's call; . = no result given. Cut-off read from the data, not from the text of the source, unless noted: active = inhibition above about 50%; inactive = the rest.

nr	canonical_smiles	Lmaj promast	S1P3 antagonist	Diaph act CS	PMI activator	RAM network inh	Hsp70 activator	PMI act satM6P	Redox H2O2 prof	G6PDH counter	TLR4 MyD88 comp	Diaphorase inh
1	CCOc1ccc(NC(=O)NNC(=O)c2ccc(CC)s2)cc1	-8	4	1.1	1	3.5	-0.4	1	5.0	15	-5	-11
2	COc1cccc(N2CCN(C3CC(=O)N(c4ccc(F)c(Cl)c4)C3=O)CC2)c1 (stereo not drawn)	-8	20	0.7	0.8	0.7	-0.3	0.9	3.4	9	2	28
3	COc1ccccc1NS(=O)(=O)c1cc(NC(=O)c2cc[n+]([O-])cc2)ccc1N1CCCC1	-2	2	1	0.5	3.9	-0.2	0.9	-2.7	-1	-6	3
4	COC(=O)Nc1ccc2c(c1)OCO2	2	.	1	1.1	-0.5	1.1	0.8	0.7	11	2	5
5	CCOC(=O)c1[nH]cnc1C(=O)Nc1ccc(Cl)cc1	2	11	0.8	0.8	0.4	-0.5	1	0.0	9	1	17
6	Cc1ccc(CN2CCc3[nH]c(=O)[nH]c(=O)c3C2)cc1	-8	-17	1	1.2	0.8	-0.1	1	-0.4	4	4	0
7	COc1cc(NC(=O)c2cccnc2SC)cc(OC)c1	2	-12	1	1	3.3	0.0	1	-0.1	5	14	3
8	O=C(Cc1csc(Nc2nc(=S)[nH]c3ccccc23)n1)N1CCN(c2cccc(Cl)c2)CC1	10	-13	0.9	1.1	5.6	-0.4	1	-0.1	-1	-14	11
9	O=C(COC(=O)CCOc1ccccc1)NCc1ccco1	0	-39	0.7	0.9	-0.1	-0.3	0.9	3.3	-1	5	32
10	O=C(NC(=S)Nc1nc(-c2ccc(Br)cc2)cs1)c1ccco1	-5	-7	1	1.1	5.5	-0.1	1.1	-1.1	3	-5	-1
11	O=C(CS(=O)CC(=O)N(CC(=O)NC1CCCC1)C1CCCC1)Nc1ccc(F)cc1 (stereo not drawn)	-4	-6	0.9	1.1	0.3	-0.4	1.1	0.0	2	-18	5
12	CCc1cc(C(=O)N2CCCC(CCC(=O)NCc3cccc(OC)c3)C2)no1 (stereo not drawn)	-4	-9	0.9	1	3.3	-0.3	1.1	-1.1	16	-10	10
13	Cc1ccc(C)c(N2CCN(c3ncnc4c3cnn4-c3ccccc3)CC2)c1	13	0	1	0.9	3.5	0.0	1.1	0.2	-2	-14	2
14	Cc1cc(=O)oc(C)c1C(=O)NCCc1ccccc1	-1	.	1.1	1.1	0.1	-0.4	1.1	0.2	-3	-7	-10
15	Cn1c(=O)c2c(nc(N3CCOCC3)n2CC(=O)C23CC4CC(CC(C4)C2)C3)n(C)c1=O	12	-44	0.9	0.9	0.5	-0.2	1	-0.8	-1	-5	8
16	COc1ccc(CC(=O)NNc2ncnc3c2cnn3-c2ccccc2)cc1	6	-10	1	1.1	3.0	0.2	1.1	0.0	0	8	0
17	COc1ccc(C2SCC(=O)N2c2c(C)n(C)n(-c3ccccc3)c2=O)cc1OC (stereo not drawn)	-6	.	0.9	1	0.3	-0.2	1	0.1	-1	-4	15
18	CN1C(=O)N(C)C2(c3ccccc3)N(C)C(=O)NC12c1ccccc1 (stereo not drawn)	-8	4	0.9	1.1	0.5	-0.4	1.1	1.7	2	-7	11
19	Cc1ccc([N+](=O)[O-])cc1N1C(=O)CS/C1=N\NC(=O)c1cccnc1	-5	1	1	0.9	0.0	-0.3	0.9	-0.6	7	-17	4
20	COCC(=O)Nc1nc2n(n1)C(c1ccc(OC)cc1)CC(c1ccc(OC)cc1)N2 (stereo not drawn)	-6	-21	0.9	0.9	0.4	0.2	0.9	0.0	5	7	12
21	COc1ccc(-n2c(C)nc3c(cnn3-c3ccc(C)cc3)c2=O)cc1	-3	6	0.9	0.9	1.3	-0.2	0.8	0.2	0	-22	7
22	COc1ccc(CCn2c(N)c(C(=O)NCc3ccco3)c3nc4ccccc4nc32)cc1OC	-2	-73	0.8	0.9	3.5	1.7	0.5	2.3	17	-16	16
23	COc1c(Cl)cc(Cl)cc1CNc1ccc(S(N)(=O)=O)cc1	2	-6	0.9	1	-0.9	0.0	1	0.4	0	-12	5
24	Cc1ccc2c(c1)c(-c1ccccc1)nc1nnnn12	-1	-3	0.8	0.9	1.2	-0.1	1	0.3	14	2	15
25	COc1cccc(C(=O)Nc2ccc(N3CCN(Cc4ccccc4)CC3)cc2)c1	1	.	0.9	1	0.4	-0.1	1	0.0	17	-11	8
26	COC(=O)COc1ccc(-c2ccc(F)cc2)cc1C=O	10	-14	0.9	1	-1.3	-0.1	1	-0.7	6	2	9
27	COc1ccc(CNC(=O)c2ccc(NS(=O)(=O)c3c(C)noc3C)cc2)cc1	0	14	0.8	0.9	0.2	-0.4	0.9	2.5	3	0	24
28	CC(C)(C)C(=O)Nc1nc(C2CCCN2S(=O)(=O)c2ccc(Cl)cc2)cs1 (stereo not drawn)	7	.	0.9	0.9	-0.6	-0.3	0.9	0.0	6	0	10
29	CCOC(=O)N1CCC(NS(=O)(=O)c2ccc3c(c2)OCC(=O)N3)CC1	-7	-2	0.8	1	0.5	-0.2	1	1.8	1	-12	16
30	Cc1cc(C)cc(Nc2c3c(nc4ncnn24)CCC3)c1	-1	-14	0.8	1.1	-0.4	-0.2	1	-0.2	7	0	17
31	OCCN1CCN(c2nc3ccccc3nc2-c2ccccc2)CC1	5	-15	0.9	1.4	0.1	-0.3	1.3	-0.6	6	-1	14
32	CC1CN(S(=O)(=O)c2ccc(Cl)c(C(F)(F)F)c2)CC(C)O1 (stereo not drawn)	-3	.	1	0.9	-0.5	-0.3	0.9	2.8	32	2	5
33	O=C(c1cccn2c(=O)c3cc4ccccc4cc3nc12)N1CCN(c2ccccc2)CC1	-6	.	0.6	1	1.9	0.0	0.9	1.4	5	-6	45
34	Cc1c(NS(=O)(=O)c2cccs2)c(=O)n(-c2ccccc2)n1C	-4	6	0.9	1	-1.2	0.1	1	1.8	2	5	12
35	Cn1cc(-c2ccccc2C(N)=O)c(=O)c2ccccc21	-1	-6	1	1	1.2	-0.1	0.9	0.0	6	9	3
36	COCCCNC(=S)NC1CC2CCCC(C1)N2Cc1cccs1 (stereo not drawn)	19	.	1	1.1	0.2	-0.4	1.1	2.0	5	2	4
37	COc1ccc(C2NC(=O)C(C#N)=C(S)N2c2ccccc2)cc1OC (stereo not drawn)	-7	-2	0.9	1	0.9	-0.1	1	-0.3	4	4	12
38	CCOC(=O)C1C(=O)CC(C)(O)C(C(=O)OCC)C1c1ccc(SC)cc1 (stereo not drawn)	-3	-1	0.9	0.9	-0.1	-0.1	0.9	-0.3	14	-5	14
39	Cc1nc(CSc2nnc3scc(-c4ccccc4)n23)cs1	-6	3	0.8	1	0.6	-0.3	0.9	2.4	4	-13	16
40	CC(=O)c1ccc(NC(=O)COC(=O)c2ccccc2Sc2ccccc2C#N)cc1	-3	-5	0.8	1	4.3	-0.5	1	0.9	-35	5	15
41	O=C1C(Cl)=C(N2CCN(Cc3ccccc3)CC2)C(=O)N1c1ccccc1	-6	4	0.9	1.1	1.2	-0.3	1.2	-0.8	0	4	10
42	CCC(C)(C)n1nnnc1CN1CCC(O)(c2cccc(C(F)(F)F)c2)CC1	-4	.	.	.	2.1	0.4	.	0.9	.	7	.
43	COC(=O)N/N=C/c1ccc(-c2cc(Cl)cc(Cl)c2)o1	13	-4	0.9	1	2.7	0.1	1	-0.3	0	0	12
44	COc1ccc(CCNS(=O)(=O)c2ccc3c(c2)oc(=O)n3C)cc1OC	-10	0	0.9	1	0.5	-0.3	1	-0.1	4	-1	9
45	NC(=O)C1(N2CCCCC2)CCN(C(=S)Nc2ccc(F)cc2)CC1	-8	-5	0.9	0.9	0.1	-0.3	1	0.1	2	4	14
46	CCOC(=O)c1c(NC(=O)c2ccoc2C)sc2c1CCC2	-1	-13	0.8	0.9	5.3	-0.1	0.9	0.5	1	-22	16
47	COc1ccc2nc(-c3ccccc3)cc(OC)c2c1	50	2	0.9	1	1.5	0.1	1	-0.6	-1	-4	12
48	CC(C)CNC(=S)NNC(=O)c1ccco1	-6	.	0.9	1	0.0	-0.3	1	1.2	5	9	10
49	Cc1cc(NC(=O)CCN2C(=O)c3ccccc3C2=O)no1	0	-20	1.2	1.2	0.0	-0.2	1.1	-1.0	13	-12	-21
50	CCC(=O)Nc1ccc(/C(C)=N\NC(=O)c2ccc(OC)cc2)cc1	-9	-8	1	1.1	1.2	-0.3	1.1	-0.1	-2	7	-1
51	O=C(COc1nsnc1N1CCOCC1)Nc1ccc(Cl)cc1	14	11	0.9	1.1	6.0	-0.2	1	0.0	2	9	6
52	Cc1ccc2cc(CCNC(=O)C(C)C)c(=O)[nH]c2c1	-3	-27	0.9	1	0.7	-0.4	0.9	-3.1	16	1	6
53	Cc1nc2ncnn2c(C)c1CCC(=O)Nc1ccc(S(=O)(=O)N2CCCCCC2)cc1	-5	1	0.9	0.8	8.0	-0.2	0.9	1.2	14	0	12
54	CC(C)C(=O)Nc1oc(-c2ccccc2)cc1C#N	1	8	0.7	0.9	1.6	-0.1	1	1.1	6	3	34
55	CCn1c(C)nc2c(C)[n+](CC(=O)c3ccc(Br)cc3)ccc21	-2	-19	0.9	1.1	0.9	-0.1	1	0.0	8	-1	11
56	O=C(Nc1ccccn1)c1ccc(Br)c(S(=O)(=O)N2CCCCC2)c1	4	-6	0.9	1.1	4.6	0.0	1.1	-0.2	-5	-27	11
57	CS(=O)(=O)Nc1ccc([N+](=O)[O-])cc1Oc1ccccc1	-7	0	0.9	1.1	2.1	-0.3	1.2	0.6	3	-9	12

Three compounds from above, arranged by the number in PMI activator, low to high:
#	SMILES	S1P3 antagonist	Diaph act CS	PMI activator	RAM network inh	Hsp70 activator	PMI act satM6P	Redox H2O2 prof	TLR4 MyD88 comp
54	CC(C)C(=O)Nc1oc(-c2ccccc2)cc1C#N	8	0.7	0.9	1.6	-0.1	1	1.1	3
43	COC(=O)N/N=C/c1ccc(-c2cc(Cl)cc(Cl)c2)o1	-4	0.9	1	2.7	0.1	1	-0.3	0
50	CCC(=O)Nc1ccc(/C(C)=N\NC(=O)c2ccc(OC)cc2)cc1	-8	1	1.1	1.2	-0.3	1.1	-0.1	7
